# Source: PubChem (several laboratories)
# L major viab: Leishmania major promastigote growth inhibition, primary screen; inhibition, % at 10 µM; AID 1063, 2008; Leishmania major promastigotes, resazurin fluorescence viability; actives 9% (n = 200,000); in the data active = inhibition above about 50%;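 note: promastigotes grown with compound for 44 hours at 28 °C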
# RAM inhibit: inhibitors of the yeast RAM network, primary screen, dse1pr::URA3 reporter, 5-FOA selection; actives 1.8% (n = 190,000); inhibition, % at 50 µM; S. cerevisiae dse1pr::URA3 reporter, 5-FOA growth OD615, 2 d; analog-sensitive cbk1-as2 kinase mutant strain;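 active = inhibition above a set limit, 3 SD over mean compound inhibition, cut at about 8.4% in these data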;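 note: 0% = DMSO-only wells with no growth and 100% = 10 µM 1-NA-PP1 full growth; inhibition rescues growth on 5-FOA so higher OD means more RAM inhibition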
# SRC2 TRFRET art: TR-FRET signal artefacts, primary screen, artefact control for PPARgamma SRC-2 agonist project, biochemical | TR-FRET ratio at 8 µM | actives 0.4% (n = 200,000) | TR-FRET artefact counter-screen; stronger effect = higher value; in the data active = TR-FRET ratio above about 2000; note: inactives centre near 1500
# PPARg SRC-3 ag: PPARgamma agonists recruiting SRC-3 coactivator, primary screen, biochemical; Peroxisome proliferator-activated receptor gamma (Homo sapiens), P37231; biochemical PPARgamma/SRC-3 coactivator recruitment assay; activation, % at 8 µM; actives 0.26% (n = 200,000); in the data active = activation above about 23%;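 note: 0% = DMSO and 100% = reference agonist; some compounds past the cut are filed as inactive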
# Target sequence (P37231 whole entry, looked up): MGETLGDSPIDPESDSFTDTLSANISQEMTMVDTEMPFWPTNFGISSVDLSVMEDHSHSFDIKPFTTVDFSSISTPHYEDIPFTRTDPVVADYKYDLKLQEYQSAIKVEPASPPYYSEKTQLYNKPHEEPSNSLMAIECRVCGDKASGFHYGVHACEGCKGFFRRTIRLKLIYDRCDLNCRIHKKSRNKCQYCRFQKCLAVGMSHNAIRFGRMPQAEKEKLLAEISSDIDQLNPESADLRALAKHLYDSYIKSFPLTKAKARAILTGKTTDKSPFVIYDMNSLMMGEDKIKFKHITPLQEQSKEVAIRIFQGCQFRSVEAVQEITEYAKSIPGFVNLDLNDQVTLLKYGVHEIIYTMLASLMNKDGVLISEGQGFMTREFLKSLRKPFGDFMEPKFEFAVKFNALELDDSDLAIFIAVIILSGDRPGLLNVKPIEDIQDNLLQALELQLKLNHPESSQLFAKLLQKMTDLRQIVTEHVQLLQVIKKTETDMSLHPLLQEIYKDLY
# S1P3 antag: S1P3 receptor antagonists, primary screen, cell-based | Sphingosine 1-phosphate receptor 3 (Homo sapiens), Q99500 | CHO S1P3 NFAT-BLA reporter, FRET fluorescence, antagonist mode | inhibition, % at 4.98 µM | actives 0.27% (n = 170,000) | AID 485, 2006;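 active = inhibition above the plate cutoff, the mean inhibition of test wells on that plate plus 3 SD, cut at about 28% in these data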;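 note: cells challenged with S1P at its EC80 of 0.8 µM; blue over green emission ratio from cleaved BLA substrate after 4 h stimulation; 0% = S1P-stimulated wells and 100% = unstimulated DMSO-only wells; some compounds past the cut are filed as inactive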
# ROMK primary: ROMK potassium channel modulators, primary screen, cell-based, thallium flux, MLSMR library | ATP-sensitive inward rectifier potassium channel 1 (Homo sapiens), P48048 | Tet-inducible ROMK, thallium flux fluorescence; actives lie on both sides | B-score at 10 µM | actives 2% (n = 130,000) | AID 1918, 2009;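 active = signal ratio slope over the read window, or its plate-corrected B-score, at least 3 SD from the plate mean, either direction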;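 note: B-score of the F/F0 ratio slope over 7 to 12 s after thallium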
# Target sequence (P48048 whole entry, looked up): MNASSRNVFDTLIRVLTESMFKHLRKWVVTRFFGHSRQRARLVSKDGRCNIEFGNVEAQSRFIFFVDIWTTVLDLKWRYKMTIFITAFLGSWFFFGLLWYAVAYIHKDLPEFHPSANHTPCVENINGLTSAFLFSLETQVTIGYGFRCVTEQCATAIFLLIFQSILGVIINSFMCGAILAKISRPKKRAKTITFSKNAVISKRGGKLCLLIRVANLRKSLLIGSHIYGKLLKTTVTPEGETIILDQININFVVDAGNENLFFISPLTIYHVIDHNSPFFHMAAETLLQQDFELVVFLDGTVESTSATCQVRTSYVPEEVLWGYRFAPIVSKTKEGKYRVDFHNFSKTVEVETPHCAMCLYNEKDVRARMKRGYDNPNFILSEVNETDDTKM
# HMGR II inh: inhibitors of E. faecalis class II HMGR, primary screen, biochemical, Enterococcus faecalis. HMG-CoA reductase (Enterococcus faecalis, mvaE). purified E. faecalis HMGR, NADPH absorbance 340 nm kinetic. inhibition, % at 10 µM. actives 0.41% (n = 190,000);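 active = inhibition above a set limit, the median over all tested compounds plus 3 SD, cut at about 9.5% in these data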;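 note: enzyme runs in reverse so mevalonate oxidation gives rising NADPH absorbance; 0% = complete reaction with DMSO and 100% = background rate lacking mevalonate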
# PPARg SRC-2 ag: agonists of PPARg-SRC-2 recruitment, primary screen, biochemical, HTS. Peroxisome proliferator-activated receptor gamma (Homo sapiens), P37231. PPARgamma LBD-SRC-2 recruitment. activation, % at 8 µM. actives 0.34% (n = 200,000); in the data active = activation above about 22%;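 note: 0% = vehicle and 100% = reference agonist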
# bIAP inhibitor: bovine intestinal alkaline phosphatase inhibitors, primary screen, selectivity assay for TNAP inhibitor project, biochemical, bovine IAP, CDP-star luminescence | 190,000 tested, under 10 active | AID 1019, 2008 | alkaline phosphatase, intestinal [Bos taurus] | purified bovine IAP, 30 min | inhibition, % at 20 µM;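 active = over 50% inhibition of intestinal alkaline phosphatase at 20 µM in the single-dose screen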
#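 test system = bovine IAP enzyme | medium = DEA buffer 100 mM, pH 9.8, with MgCl2 1.0 mM, ZnCl2 0.02 mM | detection = luminescence | dosing = single compound dose of 20 µM, 2% DMSO final | incubation = 30 min reaction at room temperature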
# DTT redox prof: compounds producing H2O2 with reducing agent – biochemical, NIH compound library profiling, artefact control for MLSCN library redox annotation, primary screen | DTT-dependent redox cycling H2O2, phenol red/HRP absorbance; 100% = 100 µM peroxide control, 0% = buffer | activation, % at 10 µM | actives 0.03% (n = 200,000) | AID 878, 2007;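 active = activation of at least 50% relative to the plate's high and low controls in the primary single-dose screen; inactive = activation below 50%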;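 note: compound incubated with DTT at 0.8 mM final as the reducing agent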
# PPARg SRC1 recr: PPARgamma agonists recruiting SRC-1 coactivator, primary screen, biochemical | Peroxisome proliferator-activated receptor gamma (Homo sapiens), P37231 | PPARgamma-SRC-1 coactivator recruitment biochemical assay | activation, % at 8 µM | actives 0.41% (n = 200,000); in the data active = activation above about 19%;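 note: 0% = DMSO and 100% = reference agonist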
# Active calls of the source: *; x = not tested or not shown.
# Fields: L major viab, RAM inhibit, SRC2 TRFRET art, PPARg SRC-3 ag, S1P3 antag, ROMK primary, HMGR II inh, PPARg SRC-2 ag, bIAP inhibitor, DTT redox prof, PPARg SRC1 recr
Cc1ccc(C(=O)N/C(=C\c2cccs2)C(=O)NC2CCCCC2)cc1
→ 11, -1.1, 1428, -3, x, -0.46, 1, -6, 1, 0.1, -6
Clc1ccc(-c2nnc3sc(-c4ccccn4)nn23)cc1
→ -6, 0.1, 1461, 2, 5, x, 1, -1, 5, 0.3, 2
OCCN1CCN(c2nc(NCc3ccco3)c3ccccc3n2)CC1
→ 25, -0.5, 1783, 13, x, 0.12, -5, 7, -1, 1.4, -4
CCc1sc(C(=O)Nc2ccccc2N2CCOCC2)cc1C
→ 4, 1.5, 1566, -1, -32, -2.6*, -4, -5, 12, -0.1, -2
O=c1c2c(nc3cc(-c4ccc(Cl)cc4)[nH]n13)CCS2
→ -4, 6.0, 1459, 6, 2, x, 1, 6, -25, 1.2, 9
Cc1cccn2c(=O)c(/C=C(\C#N)C(=O)NCc3ccco3)c(N3CCCCC3)nc12
→ 19, 4.6, 1462, -4, -2, x, 0, -7, 9, 0.2, 2
O=C(COC(=O)c1cccc(C(=O)OCC(=O)NC2CCCCC2)n1)NC1CCCCC1
→ -6, 1.1, 1525, 5, 6, x, 0, 9, -4, 0.8, -6
CCCc1nc2ccccc2c(C(=O)OCC(=O)Nc2cccc(S(=O)(=O)N3CCOCC3)c2)c1CC
→ 23, 0.4, 1582, -1, x, x, 1, 11, 5, -4.3, 7
COc1ccc(-c2csc(Nc3ccc(C)cn3)n2)cc1
→ 12, 0.0, 1825, -1, 25, -0.23, 2, 3, -9, -0.6, 0
COc1ccc(N/C=C(\C#N)c2ccc(OCCCF)cc2)cc1
→ -4, 4.6, 1612, 7, x, 1.2, 0, 12, 8, -0.2, 0
COc1ccc(C2CC(c3ccc(Cl)c(Cl)c3)Nc3nc(N)nn32)cc1 (stereo not drawn)
→ 1, 2.9, x, x, -12, x, -10, x, 8, -1.1, x
CCS(=O)(=O)N1CCN(C(=O)c2ccccc2[N+](=O)[O-])CC1
→ -4, -0.4, 1405, -2, -5, -0.11, -6, 4, 6, 0.3, -10
CCOc1ccc2nc(NC(=O)/C=C/c3ccc4c(c3)OCO4)sc2c1
→ 30, 3.9, 1562, 1, 15, 0.31, -3, -9, 9, 0.3, 2
Cc1ccc(S(=O)(=O)n2cnc3ccccc32)c(C)c1
→ -5, 0.6, 1555, -6, x, -0.19, 0, 8, 12, 0.2, 8
O=[N+]([O-])c1cccc2c(N3CCOCC3)ccnc12
→ -5, 0.6, 1536, -6, -4, 0.46, -3, 6, 18, -1.1, 2
CCc1nc(SCC(=O)Nc2cccc(C(F)(F)F)c2)c2c(=O)n(C)c(=O)n(C)c2n1
→ -7, 5.0, 1501, 8, 27, x, -4, 8, 10, 0.1, 1
CCOC(=O)c1cnc(-n2nc(C)cc2C)nc1NNc1cc(-c2ccccc2)nc(C)n1
→ 100*, 0.7, 1715, 1, -6, 0.17, 1, 9, -20, -0.7, 6
CC(C)CCN(C(=O)Nc1ccccc1)C(C)c1cccs1 (stereo not drawn)
→ 83*, 0.4, 1680, -4, x, 0.076, -1, 6, 17, 0.1, 4
COc1ccc(C(=O)NCCCCCC(=O)N/N=C/c2ccco2)cc1OC
→ -5, 1.1, 1577, -1, 2, 0.12, 3, -2, -4, 0.5, 1
CCN1C(=O)/C(=C/c2cccs2)SC1=Nc1ccc(OC)cc1
→ 11, 3.2, 1713, 11, x, -0.28, -2, 3, 5, -4.4, -12
Cc1cccc(N2C(=O)CS/C2=N\NC(=O)c2ccc(Br)cc2)c1C
→ 5, 2.1, 1609, -2, x, x, -7, 1, 10, 3.5, -6
Cc1c(Cl)cccc1NC(=O)CCC(=O)NNC(=O)c1ccccc1
→ -6, 1.2, 1654, -1, -5, x, 2, 2, -17, 0.1, 2
O=C(NCc1ccccc1Cl)C1CCC(CNc2c(N3CCCCC3)c(=O)c2=O)CC1 (stereo not drawn)
→ -7, 4.3, 1473, 0, -14, 0.93, 3, 4, 13, 0.6, 2
CCN(CC)C(=O)C(=O)Nc1ccc(OC)c(Cl)c1
→ -7, 0.5, 1460, 1, 5, -0.62, -5, -4, -5, -0.3, -12
O=S(=O)(NCC1CCCO1)c1cnc(Cl)c(Br)c1 (stereo not drawn)
→ 3, 1.2, 1478, 4, -4, 0.027, -6, 7, 1, -0.8, -2
Cc1csc(NC(=O)C2CCN(S(=O)(=O)c3cccs3)CC2)n1
→ 27, 0.7, 1496, -6, 21, 0.19, -2, 4, 21, 0.6, 6
Cc1ccc(N2C(=O)NC(NC(=O)C3CC3)(C(F)(F)F)C2=O)cc1 (stereo not drawn)
→ 47, 1.2, 1592, 7, -13, 1.3, -5, 6, 6, 0.3, 1
COc1ccc(C(=O)Nc2cc(C)on2)cc1S(=O)(=O)N1CC(c2ccccc2)CC1=O (stereo not drawn)
→ 0, 7.0, 1486, 0, -9, 0.48, -2, -4, -4, 0.0, -5
CN(C(=O)COC(=O)c1c2c(nc3ccccc13)/C(=C/c1cccc([N+](=O)[O-])c1)CCC2)C1CCS(=O)(=O)C1 (stereo not drawn)
→ 18, 5.0, 1441, 0, 8, 0.071, 1, -3, 0, -0.2, -1
Cn1c(SCC2CCCCC2)nnc1-c1ccncc1
→ -2, 0.9, 1685, 2, -1, x, -3, 14, -3, -3.1, 7

# Additional records follow:
smiles | L major viab | RAM inhibit | SRC2 TRFRET art | PPARg SRC-3 ag | S1P3 antag | ROMK primary | HMGR II inh | PPARg SRC-2 ag | bIAP inhibitor | DTT redox prof | PPARg SRC1 recr
O=C(Oc1cccnc1)c1cc2ccccc2oc1=O | -12 | 0.7 | 1462 | -3 | 1 | 0.16 | 0 | 14 | 6 | 2.0 | -3
Nc1cc2nsnc2cc1Br | 30 | 1.6 | 6354* | 334* | x | 0.0034 | 3 | 265* | 6 | 362* | 230*
CCOc1ccc(-n2c(SCc3ccc([N+](=O)[O-])cc3)nnc2-c2ccc(OC)cc2)cc1 | 37 | 3.3 | 1556 | -3 | -12 | x | -7 | 6 | 11 | 1.7 | 0
O=C(CSc1nc(O)cc(=O)n1-c1ccccc1)NCc1ccccc1 | -5 | 0.0 | 1622 | 6 | -30 | x | -2 | 2 | 8 | -0.6 | 2
O=C1/C(=C\c2ccco2)SC(=S)N1c1ccccc1 | -5 | 1.5 | 1454 | 1 | -2 | x | -1 | 0 | -1 | 0.8 | -2
CCN(CC)S(=O)(=O)c1ccc(N2CCCC2)c(NC(=O)c2ccc(OC)cc2OC)c1 | 18 | 4.3 | 1400 | -1 | -1 | 0.24 | 5 | -1 | -6 | -0.6 | -5
CN(C)S(=O)(=O)Nc1cc(Cl)cc(Cl)c1 | -6 | 0.5 | 1487 | 1 | 15 | -1.2 | -2 | 5 | -10 | -0.3 | 2
O=C(CN1C(=O)c2ccccc2C1=O)NCCc1c[nH]c2ccc(Cl)cc12 | 46 | 6.2 | 1665 | 4 | -12 | 0.21 | -2 | 10 | -3 | -0.1 | 5
CC(C)c1nc2ccccn2c1NC1CCCCC1 | 2 | 3.5 | 1621 | 4 | x | x | -1 | 3 | 1 | -3.8 | 5
COc1cccc(C(=O)C2=NN(C(C)=O)CC2c2ccco2)c1 (stereo not drawn) | 26 | 0.3 | 1433 | -2 | -3 | -0.25 | -2 | -3 | -2 | -0.3 | -2
CCOC(=O)CNC(=O)C12CC3CC(CC(C3)C1)C2 | -5 | 0.4 | 1322 | -1 | -16 | x | -5 | 8 | -10 | 0.2 | 5
O=C(CCCc1c[nH]c2ccccc12)N1CCCCCC1 | -1 | -0.5 | 1658 | 3 | -6 | x | -5 | 6 | -5 | -0.2 | 2
Cn1c(=O)c2c(ncn2CC(=O)Nc2nc(-c3ccccc3Cl)cs2)n(C)c1=O | -5 | 4.5 | 1484 | -4 | -32 | x | 3 | 9 | 12 | -0.1 | 5
CS(=O)(=O)N1CCN(c2ccccc2NC(=O)Cc2ccc(Cl)cc2)CC1 | 7 | 2.6 | 1508 | 4 | 30 | x | 2 | 2 | 11 | -3.8 | 4
COc1ccc(CSc2nnnn2Cc2ccccc2)cc1OC | -11 | -1.2 | 1658 | 0 | 5 | x | -8 | 8 | -5 | -2.7 | 3

# Whole records, looked up by structure. Values in the order: L major viab, RAM inhibit, SRC2 TRFRET art, PPARg SRC-3 ag, S1P3 antag, ROMK primary, HMGR II inh, PPARg SRC-2 ag, bIAP inhibitor, DTT redox prof, PPARg SRC1 recr
# `Cc1ccc(N2C(=O)NC(NC(=O)C3CC3)(C(F)(F)F)C2=O)cc1` (stereo not drawn) is entered as 47, 1.2, 1592, 7, -13, 1.3, -5, 6, 6, 0.3, 1
# `COc1ccc(C(=O)Nc2cc(C)on2)cc1S(=O)(=O)N1CC(c2ccccc2)CC1=O` (stereo not drawn) is entered as 0, 7.0, 1486, 0, -9, 0.48, -2, -4, -4, 0.0, -5

# Carrying on:
smiles | L major viab | RAM inhibit | SRC2 TRFRET art | PPARg SRC-3 ag | S1P3 antag | ROMK primary | HMGR II inh | PPARg SRC-2 ag | bIAP inhibitor | DTT redox prof | PPARg SRC1 recr
CCCn1c(C2CC(=O)N(c3cc(OC)ccc3OC)C2)nc2ccccc21 (stereo not drawn) | 0 | 1.9 | 1364 | 1 | 4 | x | -12 | -7 | 3 | -2.9 | -6
CC1CCCCN1S(=O)(=O)c1ccc(C(=O)Nc2nnc(-c3ccccc3Cl)o2)cc1 (stereo not drawn) | 99* | 1.8 | 1478 | -7 | -2 | -0.62 | -5 | -6 | -14 | 3.6 | -1
COc1ccc(CCNC(=O)C2CC(=O)N(c3ccc(C(C)(C)C)cc3)C2)cc1OC (stereo not drawn) | 16 | 1.9 | 1250 | -8 | -16 | 0.47 | 0 | 4 | -22 | -0.1 | -2
CCOC(=O)N1CCN(C(=O)Nc2cccc3ccccc23)CC1 | -3 | -0.5 | 1763 | 4 | -11 | x | -1 | -5 | 1 | -0.8 | -2
N#CC(c1ccccc1)c1ccc2c(C(F)(F)F)cc(C(F)(F)F)nc2n1 (stereo not drawn) | -3 | 2.3 | 1448 | 0 | x | -0.46 | 2 | 2 | 27 | 0.2 | -4
